Source: PubChem
Fh CTSL1 inh: blocks F. hepatica cathepsin L1 in PFM18AAP counter-screen. recombinant F. hepatica cathepsin L1, Z-Leu-Arg-MCA fluorescence. inhibition, % at 5.96 µM. 300,000 tested, 0.49% active. AID 1906;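 active = inhibition above the mean of all tested compounds plus 3 SD, set per screening campaign, cut at about 17% in these data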;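 note: 0% = plate median of test compound wells and 100% = 1 µM Z-Phe-Ala-diazomethylketone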
TPT1 inh: blocks Candida albicans tRNA 2'-phosphotransferase; recombinant caTPT1, FP RNA substrate dephosphorylation; inhibition, % at 5 µM; 300,000 tested, 0.81% active; AID 1962;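 active = inhibition above the mean of all tested compounds plus 3 SD, set per screening campaign, cut at about 24% in these data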;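 note: plate controls were DMSO alone for no effect and ferristatin control at 100 nM for full effect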
proCasp7 act: counter-screen: procaspase-7 (human) activation; recombinant procaspase-7, Ac-DEVD-pNA absorbance 405 nm; D23A/D198A/D206A triple mutant, cannot self-cleave; scale: DMSO 0, 5 µM enzyme 100; activation, % at 8.5 µM; 330,000 tested, 0.093% active;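 active = percent activation above the screen-wide mean plus 3 SD, cut at about 25% in these data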
Target sequence (P55210 whole entry D23A/D198A/D206A): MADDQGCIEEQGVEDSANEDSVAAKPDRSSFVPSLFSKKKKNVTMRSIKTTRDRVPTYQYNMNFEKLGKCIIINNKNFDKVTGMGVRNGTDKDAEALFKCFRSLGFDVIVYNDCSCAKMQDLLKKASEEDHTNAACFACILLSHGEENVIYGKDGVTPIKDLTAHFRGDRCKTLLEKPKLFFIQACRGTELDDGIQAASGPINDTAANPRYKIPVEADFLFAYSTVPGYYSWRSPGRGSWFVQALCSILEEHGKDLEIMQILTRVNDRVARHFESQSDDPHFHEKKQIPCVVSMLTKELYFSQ
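Assay system: Uncleavable procaspase-7 mutant enzyme | Input: 2 µM procaspase-7 mutant as dispensed | Timing: 1 h compound preincubation, 2 h substrate cleavage, 25 °C | Repeats: One well per compound | Control set: DMSO wells as 0%, DMSO with 5 µM added PC-7 as 100% | Technique: Epi-absorbance of released pNA at 405 nm, two timepoints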
PP1 inh: PP1-alpha (human) inhibition in PP5 counter-screen; P62136; purified PP1alpha, OMFP fluorescence; inhibition, % at 6.7 µM; 320,000 tested, 0.9% active; AID 2235;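 active = inhibition above the mean inhibition of all tested compounds plus 3 SD, computed separately for each screening campaign, cut at about 15% in these data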
Target sequence (P62136 whole entry, looked up): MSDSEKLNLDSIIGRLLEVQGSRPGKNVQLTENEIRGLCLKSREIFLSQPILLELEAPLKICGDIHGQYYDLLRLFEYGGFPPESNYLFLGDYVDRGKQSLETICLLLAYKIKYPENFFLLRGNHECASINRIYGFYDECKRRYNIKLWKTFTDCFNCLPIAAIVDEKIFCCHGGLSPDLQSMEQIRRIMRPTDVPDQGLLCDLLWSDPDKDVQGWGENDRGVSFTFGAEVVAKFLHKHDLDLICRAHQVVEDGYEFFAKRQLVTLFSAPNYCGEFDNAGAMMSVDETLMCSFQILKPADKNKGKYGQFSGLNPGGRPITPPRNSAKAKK
GASC-1 inh: blocks human GASC-1 demethylase activity | GST-JMJD2C(1-420) H3K9me3 demethylation, DELFIA europium | inhibition, % at 2.35 µM | 330,000 tested, 0.069% active;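 active = more than half of a compound's replicate wells show inhibition beyond 50%, single wells judged on their own value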;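 note: signal counts dimethyl H3K9 product captured on neutravidin plate; 0% = median of DMSO wells and 100% = 0.3 times that DMSO median; strong numbers were not always called active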
procasp3 activ: activators of human procaspase-3; recombinant procaspase-3 D3A, Ac-DEVD-pNA absorbance 405 nm; activation, % at 8.5 µM; 330,000 tested, 0.11% active;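 active = activation above the mean of all tested compounds plus 3 SD, cut at about 21% in these data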;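 note: 0% = DMSO alone and 100% = DMSO wells spiked with extra 5 µM PC-3 D3A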
Target sequence (P42574 whole entry D9A/D28A/D175A): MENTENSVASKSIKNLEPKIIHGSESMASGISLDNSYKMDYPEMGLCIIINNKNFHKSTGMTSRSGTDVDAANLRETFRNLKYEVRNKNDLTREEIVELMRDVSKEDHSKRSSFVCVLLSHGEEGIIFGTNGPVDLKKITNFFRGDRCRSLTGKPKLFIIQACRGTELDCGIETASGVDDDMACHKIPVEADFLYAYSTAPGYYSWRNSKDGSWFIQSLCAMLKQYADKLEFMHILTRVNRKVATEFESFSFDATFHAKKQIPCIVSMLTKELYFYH
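Test system: Procaspase-3 D3A mutant, all three cleavage aspartates alanine | Dosing: Single dose, 8.5 µM nominal compound, 0.8% DMSO | Schedule: 1 h preincubation, 2 h reaction | Technique: 405 nm absorbance of p-nitroaniline, reads at 0 and 120 min | Repeats: One well per compound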
Efflux pump mplx: antifungal efflux pump inhibition, Nile Red retention. S. cerevisiae Candida pump triplex. inhibition, % at 10 µM. 330,000 tested, 0.44% active. AID 485275;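 active = plate passing quality check with inhibition over a set limit, or well fluorescence over plate mean plus 4 SD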;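 note: Nile Red retained in pooled yeast measured as flow cytometry median fluorescence; 0% = buffer negative control and 100% = Enniatin B positive control; higher means more Nile Red kept so more efflux inhibition; some compounds called inactive have numbers as strong as hits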
core dimer inh: HCV core protein dimerization inhibition; AID 1899; TR-FRET GST/Flag-core106 dimerization, 1536-well; 300,000 tested, 0.33% active; inhibition, % at 5 µM;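 active = inhibition above the mean of all tested compounds plus 3 SD, set per screening campaign, cut at about 45% in these data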
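Assay system – GST-tagged and Flag-tagged HCV core protein residues 1-106 · Quantity – core106 proteins, GST 13.5 nM and Flag 17 nM · Benchmarks – unlabelled core106 and no-GST-core106 wells · Read-out basis – percent inhibition of core106 dimerization signal · Detection – time-resolved FRET, ex 340 nm, em 617 and 671 nm · Schedule – 4 h at 22.5 °C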
PP5 primary: PP5 (human) phosphatase inhibition | 320,000 tested, 0.18% active | P53041 | inhibition, % at 6.7 µM | purified PP5c, OMFP substrate fluorescence | AID 1987;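 active = inhibition above the campaign's mean inhibition across all tested compounds plus 3 SD, cut at about 9.5% in these data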;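 note: 0% = DMSO only and 100% = 100 µM cantharidin control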
* hit, by the source's call. Not a hit list; about 2.9% have a hit in one of these screens.

For Cc1nc2ccccc2c2c1C(=O)N(C1CCCCCCC1)C2=O the results were Fh CTSL1 inh 0, TPT1 inh -1, proCasp7 act 22, PP1 inh -1, GASC-1 inh -2, procasp3 activ -2, Efflux pump mplx 0.1, core dimer inh 0 and PP5 primary 4.1.
Nc1ccc(Br)c2c1C(=O)c1ccccc1C2=O was read as Fh CTSL1 inh 6, TPT1 inh -19, proCasp7 act -9, PP1 inh 3, GASC-1 inh -7, procasp3 activ 4, Efflux pump mplx 0.1, core dimer inh -18 and PP5 primary 5.6.
Screening O=C(Nc1c2c(nn1-c1ccccc1)CS(=O)(=O)C2)C1CCCC1 returned Fh CTSL1 inh -6, TPT1 inh 2, proCasp7 act -5, PP1 inh 3, GASC-1 inh -1, procasp3 activ -3, Efflux pump mplx 0.5, core dimer inh -7 and PP5 primary 2.2.
`O=C(C[n+]1cccc(CNC(=O)c2ccc(OC(F)F)cc2)c1)Nc1ccc(SC(F)F)cc1` gave Fh CTSL1 inh -4, TPT1 inh -1, proCasp7 act 2, PP1 inh -1, GASC-1 inh -14, procasp3 activ -7, Efflux pump mplx 0.3, core dimer inh -11 and PP5 primary -4.8.
`O=C(O)c1ccc(-c2ccco2)n1Cc1ccccc1` gave Fh CTSL1 inh -2, TPT1 inh 1, proCasp7 act 4, PP1 inh -2, GASC-1 inh 2, procasp3 activ -1, Efflux pump mplx 0.6, core dimer inh 0 and PP5 primary 1.0.
NS(=O)(=O)c1ccc(NC(=O)CN2C(=O)C3C4C=CC(C4)C3C2=O)cc1 (configuration not stated) was read as Fh CTSL1 inh -1, TPT1 inh 1, proCasp7 act -6, PP1 inh -3, GASC-1 inh -6, procasp3 activ -2, Efflux pump mplx 0.1, core dimer inh -6 and PP5 primary 3.1.
Screening O=C(CSc1nnc2ccccn12)NC(=O)NC1CCCC1 returned Fh CTSL1 inh -12, TPT1 inh -2, proCasp7 act -14, PP1 inh 5, GASC-1 inh 10, procasp3 activ 6, Efflux pump mplx 0.1, core dimer inh 6 and PP5 primary 3.7.
For NS(=O)(=O)c1ccc(CNC(=O)c2ccc(Cl)c(S(=O)(=O)NCc3ccccc3)c2)cc1 the results were proCasp7 act 1, PP1 inh -2, GASC-1 inh -4, procasp3 activ 4, Efflux pump mplx 0.0 and PP5 primary 2.6.
O=C(CSc1ccc(-c2ccccc2)nn1)NCc1ccco1 was read as Fh CTSL1 inh -2, TPT1 inh -4, proCasp7 act 5, PP1 inh -2, GASC-1 inh 3, procasp3 activ -6, Efflux pump mplx 0.0, core dimer inh -2 and PP5 primary 0.0.
Screening OCCCCNCc1cc(Br)ccc1OCc1ccccc1F returned Fh CTSL1 inh 5, TPT1 inh 4, proCasp7 act 3, PP1 inh 8, GASC-1 inh 5, procasp3 activ 3, Efflux pump mplx -0.2, core dimer inh -4 and PP5 primary -0.7.
`CCn1c(SCC(=O)c2ccc3c(c2)Cc2ccccc2-3)nnc1-c1ccc(N)cc1` gave Fh CTSL1 inh -3, TPT1 inh 0, proCasp7 act -5, PP1 inh 21*, GASC-1 inh -12, procasp3 activ -10, Efflux pump mplx 0.3, core dimer inh 20 and PP5 primary -1.1.
`CN1C(=O)C(C)(C)c2cc(S(=O)(=O)N3CCN(c4ccccc4)CC3)ccc21` gave Fh CTSL1 inh 3, TPT1 inh -2, proCasp7 act 0, PP1 inh -7, GASC-1 inh 0, procasp3 activ 0, Efflux pump mplx 0.0, core dimer inh -8 and PP5 primary -2.4.
Cc1ccc(C)c(SCC(=O)NCC(c2ccco2)N2CCCCC2)c1 (configuration not stated) was read as Fh CTSL1 inh 3, TPT1 inh -3, proCasp7 act -2, PP1 inh -3, GASC-1 inh -3, procasp3 activ 6, Efflux pump mplx 0.0, core dimer inh -2 and PP5 primary 0.3.
Screening O=C(Cc1cccc2ccccc12)Nc1ccccc1Br returned Fh CTSL1 inh -2, TPT1 inh 2, proCasp7 act 4, PP1 inh -6, GASC-1 inh 6, procasp3 activ 7, Efflux pump mplx -0.1, core dimer inh 11 and PP5 primary 2.6.
`CSc1ncc(-c2ccccc2)cn1` gave Fh CTSL1 inh -6, TPT1 inh -4, proCasp7 act 2, PP1 inh -3, GASC-1 inh 22, procasp3 activ 3, Efflux pump mplx -0.1, core dimer inh -3 and PP5 primary -0.2.

Structures from the list above containing fluorine (two):
`O=C(C[n+]1cccc(CNC(=O)c2ccc(OC(F)F)cc2)c1)Nc1ccc(SC(F)F)cc1` gave Fh CTSL1 inh -4, TPT1 inh -1, proCasp7 act 2, PP1 inh -1, GASC-1 inh -14, procasp3 activ -7, Efflux pump mplx 0.3, core dimer inh -11 and PP5 primary -4.8.
Screening OCCCCNCc1cc(Br)ccc1OCc1ccccc1F returned Fh CTSL1 inh 5, TPT1 inh 4, proCasp7 act 3, PP1 inh 8, GASC-1 inh 5, procasp3 activ 3, Efflux pump mplx -0.2, core dimer inh -4 and PP5 primary -0.7.

More results follow.
Screening C#CCOCCOCCOCCNc1nc(N2CCN(C(=O)[C@H](CCCCN)n3cc(CN)nn3)CC2)nc(N2CCN(C(=O)[C@H](CCC(=O)O)n3cc([C@@H](N)CCSC)nn3)CC2)n1 returned proCasp7 act 3, GASC-1 inh 42, procasp3 activ -1 and Efflux pump mplx -0.1.
Screening O=C(CSc1cccc[n+]1[O-])Nc1cc2c(cc1Cl)C(=O)c1ccccc1C2=O returned Fh CTSL1 inh 8, TPT1 inh -3, proCasp7 act 3, PP1 inh 2, GASC-1 inh -3, procasp3 activ -12, Efflux pump mplx -0.2, core dimer inh 40 and PP5 primary 0.0.
Cc1ccc(NC(=S)N2CCOCC2)c(C)c1 was read as Fh CTSL1 inh 5, TPT1 inh 1, proCasp7 act 3, PP1 inh -6, GASC-1 inh 12, procasp3 activ -3, Efflux pump mplx 0.1, core dimer inh -2 and PP5 primary -0.7.
CCNC(=O)n1nccc1C(C)Oc1ccc(Cl)cc1 (configuration not stated) was read as Fh CTSL1 inh -1, TPT1 inh 0, proCasp7 act 3, PP1 inh 1, GASC-1 inh 1, procasp3 activ 1, Efflux pump mplx -0.2, core dimer inh 3 and PP5 primary 0.4.
`CCC(C)Sc1nc2ccccc2c(=O)[nH]1` (configuration not stated) gave Fh CTSL1 inh -2, TPT1 inh 0, proCasp7 act 4, PP1 inh -2, GASC-1 inh -32, procasp3 activ -5, Efflux pump mplx 0.1, core dimer inh 0 and PP5 primary -0.8.
CC(=O)c1c(C)[nH]c(C(=O)OC(C)C(=O)Nc2ccc(C)c(S(=O)(=O)N3CCOCC3)c2)c1C (configuration not stated) was read as proCasp7 act -1, PP1 inh 0, procasp3 activ -2, Efflux pump mplx 0.3 and PP5 primary -1.0.
Screening COc1ccc(S(=O)(=O)N2CCCC2)cc1OC returned Fh CTSL1 inh -2, TPT1 inh -1, proCasp7 act 3, PP1 inh -3, GASC-1 inh 0, procasp3 activ 5, Efflux pump mplx -0.2, core dimer inh 4 and PP5 primary 0.8.
Screening Cc1occc1C(=O)NNC(=S)Nc1cccc([N+](=O)[O-])c1 returned Fh CTSL1 inh -3, TPT1 inh 2, proCasp7 act 1, PP1 inh 0, GASC-1 inh -3, procasp3 activ -9, Efflux pump mplx 0.5, core dimer inh -4 and PP5 primary 1.9.
Screening COc1ccc(CC(=O)NCc2nnc(SCc3ccc(C)cc3)n2C)cc1 returned Fh CTSL1 inh 0, TPT1 inh 1, proCasp7 act -3, PP1 inh 1, GASC-1 inh 2, procasp3 activ 10, Efflux pump mplx -0.1, core dimer inh 5 and PP5 primary -1.1.
Cc1ccc2nc(CSc3nnc(Nc4ccccc4C)s3)cc(=O)n2c1 was read as Fh CTSL1 inh 4, TPT1 inh -1, proCasp7 act -4, PP1 inh 2, GASC-1 inh 14, procasp3 activ -1, Efflux pump mplx 0.0, core dimer inh 18 and PP5 primary 0.9.
c1ccc(Cn2cc(-c3ccccc3)cn2)cc1 was read as proCasp7 act 9, PP1 inh 0, GASC-1 inh -8, procasp3 activ 6, Efflux pump mplx 0.0 and PP5 primary 3.5.
CC(C)c1ccc(N(C(=O)c2ccco2)C(C(=O)NC2CCCC2)c2cccnc2)cc1 (configuration not stated) was read as Fh CTSL1 inh -4, TPT1 inh -4, proCasp7 act -5, PP1 inh 5, GASC-1 inh -2, procasp3 activ -15, Efflux pump mplx 0.3, core dimer inh 2 and PP5 primary 3.5.
COCc1cc(N2CCOCC2)nc(-c2ccccc2)n1 was read as Fh CTSL1 inh 1, TPT1 inh -1, proCasp7 act 1, PP1 inh 0, GASC-1 inh 0, procasp3 activ -2, Efflux pump mplx 0.1, core dimer inh -1 and PP5 primary 2.7.
For Cc1ccc(C(=O)N/N=C\c2cccc(OC(=O)c3cccc(F)c3)c2)cn1 the results were Fh CTSL1 inh -2, TPT1 inh 5, proCasp7 act 12, PP1 inh -4, GASC-1 inh -17, procasp3 activ -2, Efflux pump mplx 0.1, core dimer inh -3 and PP5 primary -0.8.
`O=C(O)c1c2c(nc3ccccc13)/C(=C/c1ccc(O)cc1)CCC2` gave Fh CTSL1 inh 4, TPT1 inh -1, proCasp7 act 0, PP1 inh -4, GASC-1 inh 12, procasp3 activ -7, Efflux pump mplx -0.1, core dimer inh 1 and PP5 primary 0.9.
For COc1ccc(OC)c(C(c2nnnn2C2CCCC2)N2CCN(c3ccccc3)CC2)c1 (configuration not stated) the results were Fh CTSL1 inh 9, TPT1 inh -1, proCasp7 act -22, PP1 inh 0, GASC-1 inh 0, procasp3 activ -3, Efflux pump mplx 0.3, core dimer inh 12 and PP5 primary 3.4.
For Fc1ccc(OCCCCCn2ccnc2)cc1 the results were Fh CTSL1 inh 7, TPT1 inh -3, proCasp7 act -4, PP1 inh -2, GASC-1 inh -1, procasp3 activ 10, Efflux pump mplx -0.1, core dimer inh 1 and PP5 primary 0.3.
`Cc1cccc(N(C)S(=O)(=O)c2ccc(-c3cnc(C4CC4)o3)cc2)c1` gave Fh CTSL1 inh 1, TPT1 inh -1, proCasp7 act -8, PP1 inh 4, GASC-1 inh -7, procasp3 activ -5, Efflux pump mplx -0.2, core dimer inh 4 and PP5 primary 0.3.

A run of entries from the list above, for reference:
For Fc1ccc(OCCCCCn2ccnc2)cc1 the results were Fh CTSL1 inh 7, TPT1 inh -3, proCasp7 act -4, PP1 inh -2, GASC-1 inh -1, procasp3 activ 10, Efflux pump mplx -0.1, core dimer inh 1 and PP5 primary 0.3.
`Cc1cccc(N(C)S(=O)(=O)c2ccc(-c3cnc(C4CC4)o3)cc2)c1` gave Fh CTSL1 inh 1, TPT1 inh -1, proCasp7 act -8, PP1 inh 4, GASC-1 inh -7, procasp3 activ -5, Efflux pump mplx -0.2, core dimer inh 4 and PP5 primary 0.3.
